Pf Dd2 inh: inhibitors of Plasmodium falciparum Dd2 growth. P. falciparum Dd2 growth, SYBR Green, 72 h. AID 1347417. actives 4.3% (n = 120,000). Potency, µM (doses to about 28.9 µM), for the others: at the top dose activity, negative = inhibition, hits mostly inhibitors; active = well fitted inhibition curve with a large enough effect; inconclusive = small, poorly fitted or top-dose-only effect; inactive = no such curve, though single readings can be large or run the other way;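 also: plate controls were DMSO vehicle for no effect and reference drug for full effect; nearly all actives have a fitted effect of over 65% in size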
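Infected erythrocytes (Dd2, 0.3% parasitemia, 2.5% hematocrit final) are added to compound in RPMI-1640/Albumax II medium, grown 72 h at 37C in low oxygen, then lysed with saponin/Triton-X containing SYBR Green and read by fluorescence.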
* hit, by the source's call; i = inactive; u = inconclusive; [ ] = dose if it differs, or a comment. Potency is read from the fitted curve at half-maximal effect. Some of the compounds tested (hit frequency here may not be typical).

SMILES | Pf Dd2 inh
COc1ccccc1C(=O)N[C@@H]1CN(c2ncccn2)C[C@H]1CN(C)C | -5%
CCc1cc(=O)n(CC(=O)Nc2ccc(C(C)=O)cc2)c(N2CCOCC2)n1 | i
CN(C)C[C@H]1O[C@H](Cc2cc(-c3ccccc3)on2)CC[C@@H]1O | u
COc1ccc(CCNC(=O)CCCn2nc(C)c3sc4ccccc4c3c2=O)c(OC)c1 | 17%
CCN(CC)S(=O)(=O)c1cccc(C(=O)Nc2sc3c(c2C#N)CCC(C)C3)c1 (configuration not stated) | -9%
CCc1nn(CC(=O)N2CCN(c3cccc(OC)c3)CC2)c(=O)c2cc3occc3n12 | i
Cc1ccc(C(=O)N2CCCN(Cc3ccncc3)C(c3ccccc3)CC(=O)NCC2)s1 (configuration not stated) | u
Cc1ccc(-n2nc(C)c3c(C)c(CCC(=O)NCc4cccc(Cl)c4)c(C)nc32)cc1C | -6%
O=C1CCN(C(=O)[C@@H]2CCCN2S(=O)(=O)c2ccc3c(c2)CCC3)CCCCCCN1 | i
O=C(c1[nH]c2ccccc2c1Sc1ccc(Cl)cc1)N1CCCCC1 | -16%
CC(C)COc1cc(=O)n2c(c1C(=O)NCCCN1CCOCC1)CCCCC2 | 43%[activator]
Cc1ccc(NC(=O)CSc2cn(CC(=O)N3CCCC3)c3ccccc23)cc1Cl | -21%
COc1ccc(NC(=O)c2oc3ccccc3c2NC(=O)Cc2coc3ccc(C)cc23)cc1 | u
CN(C)c1ccc(CN2CC[C@@H]3[C@H]2C(=O)NC[C@H](CCC(=O)Nc2ccccc2)N3C)cc1 | -21%
COc1cc(-c2nc3c([nH]2)CC(c2ccccc2OC)CNC3=O)ccc1O (configuration not stated) | u
c1ccc(NCC2CN(Cc3ccccn3)CC23CN(c2ccccc2)C3)cc1 (configuration not stated) | u
COc1ccc(N2CCN(C(=O)CCc3c(C)nc4cc(-c5ccc(Cl)cc5)nn4c3C)CC2)cc1 | i
COc1ccc(OC)c(CCNc2nc3cc(OC)c(OC)cc3c3nc(-c4cccnc4)nn23)c1 | u
Cn1nc(C(=O)NCC2CCOCC2)c2ccccc21 | 10%
COc1ccc(CC(=O)Nc2ccc([C@@H](O)[C@H]3COCC(=O)N3CC(C)C)cc2)cc1 | u

Three of the compounds above, with tabs:
SMILES	Pf Dd2 inh
CC(C)COc1cc(=O)n2c(c1C(=O)NCCCN1CCOCC1)CCCCC2	43%[activator]
Cc1ccc(NC(=O)CSc2cn(CC(=O)N3CCCC3)c3ccccc23)cc1Cl	-21%
COc1ccc(NC(=O)c2oc3ccccc3c2NC(=O)Cc2coc3ccc(C)cc23)cc1	u

Of the compounds above, 3 contain a thiophene ring, fused or not.
SMILES | Pf Dd2 inh
COc1ccc(CCNC(=O)CCCn2nc(C)c3sc4ccccc4c3c2=O)c(OC)c1 | 17%
CCN(CC)S(=O)(=O)c1cccc(C(=O)Nc2sc3c(c2C#N)CCC(C)C3)c1 (configuration not stated) | -9%
Cc1ccc(C(=O)N2CCCN(Cc3ccncc3)C(c3ccccc3)CC(=O)NCC2)s1 (configuration not stated) | u

Molecules listed so far that have an NH in an aromatic ring (2):
SMILES | Pf Dd2 inh
O=C(c1[nH]c2ccccc2c1Sc1ccc(Cl)cc1)N1CCCCC1 | -16%
COc1cc(-c2nc3c([nH]2)CC(c2ccccc2OC)CNC3=O)ccc1O (configuration not stated) | u

Next part
SMILES | Pf Dd2 inh
Cc1ccc(NC(=O)CN2C(=O)C(c3ccc(F)cc3)=NC23CCCCC3)c(C)c1 | 1%
COCc1cn2c(=O)n(C)cc(-c3ccc(OC)nc3)c2n1 | -14%[44.1 µM]
CNC(=O)[C@@H]1CN(Cc2cccc(Cl)c2F)C[C@H]1CO | -13%
Cc1cccc2c1-c1sc(C(=O)N(C)c3cccc(Cl)c3)cc1CO2 | 24%
O=C(CSc1nc2ccccc2n1Cc1ccc(F)cc1)N1CCN(c2ccc(F)cc2)CC1 | u
CC(C)(C)CC(=O)N[C@@H]1C=C(C(=O)NCCC(N)=O)C[C@@H](O)[C@@H]1O | -6%[44.1 µM]
Cc1cc(Nc2cc(Cl)ccc2C)n2nc(Cc3ccccc3)nc2n1 | -8%
Cc1cccc(OCCc2noc(C3CCCCN3Cc3cccnc3)n2)c1 (configuration not stated) | u
COCCCn1c(-c2ccc(S(=O)(=O)N3CCOCC3)cc2)csc1=Nc1ccccc1 | u
Cc1cccc(NC(=O)c2ccc3snnc3c2)c1 | 20%
CC1CCCN(C(=O)c2cc3c(s2)CCN(C(=O)c2ccc(Cl)cc2)C3)C1 (configuration not stated) | u
Cc1cc(C)n2nc(CNC(=O)c3ccc(Cl)cc3)nc2n1 | -20%
Cc1cc(NC(=O)C2CCC(CNS(=O)(=O)c3ccc(Br)s3)CC2)ccc1Br (configuration not stated) | 21%
Cc1ccc(C(CC(=O)N2CCC(C)CC2)c2cn(C)c3ccccc23)cc1 (configuration not stated) | -27%
CC(C)c1nc(CCNC(=O)c2ccc(C3CCNC3)cc2)cs1 (configuration not stated) | 8%
Fc1ccc(OCC2CCCN(c3ccc(Cn4ccnc4)cn3)C2)cc1 (configuration not stated) | 11µM*
CCCn1c(C)cnc1CC1CCN(C(=O)CC(C)C)C1 (configuration not stated) | i
CNCc1ccccc1OC(F)(F)F | -15%[44.1 µM]
CCc1cc(N2CCOC(c3ccc4cc(OC)ccc4c3)C2)nc(C)n1 (configuration not stated) | -20%
O=[N+]([O-])c1cc(-c2nc(-c3ccccc3)no2)ccc1NCCc1ccccc1 | 36%[activator]
CC(=O)Nc1ccc(C2(C(=O)NCc3cc(F)cc(F)c3)CCCCC2)cc1 | -2%
Cc1noc(-c2ccc(OC(F)(F)F)cc2)c1C(=O)NC(C)CCc1ccccc1 (configuration not stated) | i
Cn1cc(C(=O)N2CCC3(CC2)CC(=O)N(CCCc2ccccc2)C3)cn1 | -16%
O=C(NCc1cccnc1)C1CCN(c2nc(-c3ccccc3)nc3c2CCC3)CC1 | -7%
COc1ccc(-c2cc(N3CCCC(NC(=O)c4ccc5[nH]ccc5c4)C3)n[nH]2)cc1 (configuration not stated) | 10µM*
O=C(NCCC1=CCCCC1)C1CCN(C(=O)N2CC3CC(C2)[C@H]2CCCC(=O)N2C3)CC1 (some centres not stated) | u
CS(=O)(=O)N1CCN(C(=O)c2cccs2)C[C@H]1C(=O)N[C@H]1CCCNC1=O | 24%[44.1 µM]
O=C(O)C1CCc2nnc(C3CCN(C(=O)c4ccc(F)cc4)C3)n21 (configuration not stated) | 10%
CCNC(=O)c1cccnc1OC1CCN(C(=O)c2ccco2)C1 (configuration not stated) | 35%[activator]
N#Cc1cccc(C(=O)N2CCC(C(=O)N3CCCCCCNC(=O)CC3)CC2)c1 | -5%
Cc1cccc(-c2nc3c4ccccc4nc(N4CCN(c5ccccc5F)CC4)n3n2)c1 | -9%
COc1ccc(CNC(=O)NCC23CCC=C2N(C)C(=O)CC3)cc1 (configuration not stated) | -17%
NC(=O)NCCC(=O)N1CCc2[nH]nc(-c3cccc4ccccc34)c2C1 | 0%
COCC(=O)NC[C@@H]1C=C(C)[C@H](CC(=O)N2CCCC2)C[C@H]1C(C)C | -22%[44.1 µM]
CCN(CCCNC(=O)c1nn(-c2ccc(OC)cc2)c(=O)c2c1c1ccccc1n2C)c1cccc(C)c1 | 22%
COc1ccc(OC2CN(C(=O)c3ccc(C)cc3)C2)cc1 | 23%[44.1 µM]
Cc1ccc(CN2CCCCCNC(=O)[C@@H]3CCC[C@@H]32)o1 | u
COCCN1CC(C(=O)N(C)Cc2ccc(OC)c3ncccc23)CCC1=O (configuration not stated) | 10%
CCOc1ccc(-c2c(C)nn3c(C)c(C(=O)NCc4cccc(OC)c4)cnc23)cc1OCC | 8%
CN(C)CC1(O)CCC2(CCN(C(=O)c3cccc(F)c3)CC2)CC1 | i
CO[C@H]1C(=O)N(C(C)C)[C@H]1C1CCN(C(=O)c2cccc3[nH]ccc23)CC1 | -4%
C[S+](=O)([O-])N1Cc2ccccc2CC12CN(C(=O)c1ccc(C(F)(F)F)cc1)C2 | u
CN(C)c1ccc(NC(=O)Cn2c(SCc3ccc(F)cc3)nc3cccnc32)cc1 | 37%[activator]
CC(C)n1c(CNC(=O)C2CC(=O)N(c3n[nH]c4ccccc34)C2)nc2ccccc21 (configuration not stated) | i
FC(F)(F)c1ccc(CN2CC(Oc3ccc4c(c3)OCO4)C2)cc1 | 50%[activator]
COc1cccc(C(=O)N2CCCCC2CCN2CCCCC2)c1 (configuration not stated) | u
c1cncc(-c2nnc3n2CCN(CC2CC2)C3)c1 | 14%[44.1 µM]
COc1cccc(NC(=O)N2CCC(Oc3ncccc3C(=O)N(C)C)C2)c1 (configuration not stated) | -14%
O=C(Nc1ccccc1)N1CCC(c2nnc3n2CCNC3)CC1 | -1%
O=C1NC2(CCN([S+](=O)([O-])c3cccc(C(F)(F)F)c3)C2)N=C1c1ccncc1 (configuration not stated) | i
O=C(NC[C@H]1OC[C@@H](NC2CCCCC2)[C@@H]1O)N1CCOCC1 | 26%[44.1 µM]
O=C(Cc1ccc(F)cc1)N1CCC2(C1)C(=O)N(CCc1ccccc1)c1ccccc12 (configuration not stated) | u
Cc1cc(Cn2cc3c4c(cccc42)[C@H](CC(C)C)N[C@H](C(=O)NCCN(C)C)C3)no1 | 7.9µM*
CCn1cc(CN2CCC3(CC2)CC(c2ccccc2)CN3C)cn1 (configuration not stated) | u
CCc1ccc(C2=NN(CCC(=O)NCCc3ccc(OC)c(OC)c3)C(=O)CC2)cc1 | u
CC(C)c1nnc(N2C(=O)c3oc4ccccc4c(=O)c3C2c2cccc(O)c2)s1 (configuration not stated) | 15%
O=C(CCCCn1c(=O)c2ccccc2n(CC(=O)Nc2ccccc2)c1=O)NCc1ccccc1Cl | u
COc1ccc(-c2cc(C(=O)NCc3cccnc3)c3c(c2)N(C)CCO3)cn1 | u
CC(C)(C)c1ccc(C(=O)N2CCN(Cc3cc(=O)n4nc(-c5ccccc5F)sc4n3)CC2)cc1 | u
O=C1CCCCC(Cc2ccccc2)(C(=O)Nc2cccc(F)c2)N1 (configuration not stated) | -10%

Look-ups from the list:
O=C1CCCCC(Cc2ccccc2)(C(=O)Nc2cccc(F)c2)N1 (configuration not stated) @ Pf Dd2 inh = -10%
CO[C@H]1C(=O)N(C(C)C)[C@H]1C1CCN(C(=O)c2cccc3[nH]ccc23)CC1 @ Pf Dd2 inh = -4%
COc1cccc(NC(=O)N2CCC(Oc3ncccc3C(=O)N(C)C)C2)c1 (configuration not stated) @ Pf Dd2 inh = -14%

Next section
SMILES | Pf Dd2 inh
O=C(Nc1ccc(Cl)nc1)c1ccn2cncc2c1 | u
Cc1cnc(C)n1CCNC(=O)c1ccsc1 | 3%
Cc1cccn2c(=O)c3cc(C#N)c(=O)n(-c4nnc(SCc5ccc(Cl)cc5)s4)c3nc12 | 8.9µM*
CCc1c(C)sc(NC(=O)C2c3ccccc3Oc3ccccc32)c1C(=O)OC(C)C | -15%
Cc1cccc(-c2nc(SCCCOc3ccccc3Cl)n3[nH]c(=O)cc3n2)c1 | 26%
Cc1ccccc1C(=O)Nc1cccc(OCc2cc(=O)n3cccc(C)c3n2)c1 | u
FC(F)(F)c1ccc(O[C@H]2COCCN(CC3CCCC3)C2)cc1 | -19%[44.1 µM]
COc1ccc(NC(=O)CCc2c(C)nc3c(c2C)c(=O)n(C)c(=O)n3C)c(OC)c1 | -2%
O=C(c1ccc(Cl)cc1)N(CC1CCOC1)C1CC1 (configuration not stated) | i[5.79 µM]
COc1ccccc1CNC(=O)c1ccc2c(c1)nnn2C1CCCC1 | 6%
CCOCCN1C(=O)COC[C@@H]1[C@H](O)c1ccc(NC(=O)Nc2ccccc2)cc1 | -14%[44.1 µM]
COC(=O)c1c(NC(=O)c2ccc(S(=O)(=O)N3CCCCC3)cc2)sc2c1CCN(C)C2 | 10µM*
Cc1cn2nnc(C(=O)NC3CCCCC3)c2c(=O)[nH]1 | -40%
Cc1cccc(NS(=O)(=O)c2ccc3[nH]c(=O)[nH]c3c2)c1C | -14%
Cc1nc([C@@H]2CN(C(=O)c3ccc(Cl)s3)C[C@H]2C(N)=O)n[nH]1 | 0%
Cc1cc(C(F)(F)F)nn1CC(=O)N1CC(CO)C2(CCNCC2)C1 (configuration not stated) | -4%
CNC(=O)c1c(C)nc2n1CCC(Nc1ccccc1C)C2 (configuration not stated) | -18%[44.1 µM]
COc1cccc(NC(=O)Cn2cc(C(=O)C3CCCCC3)c3ccccc32)c1 | -8%
C[S+](=O)([O-])CCn1ncc2cc(OCc3cccc(-c4cccc(CO)c4)c3)ccc21 | 64%[activator][44.1 µM]
CCn1c2c(c(=O)n1Cc1ccccc1)CCN(Cc1c[nH]c3ccccc13)C2 | u
Cc1nc(CC(=O)N2CCC3(CCCN(Cc4ccccc4F)C3=O)C2)cs1 (configuration not stated) | 15%
COCCOc1ccc2c(n1)CCN(C(=O)COc1ccccc1)C2 | u
O=C(c1ccc(CS(=O)c2ccccc2Cl)o1)N1CCN(c2ccccc2F)CC1 (configuration not stated) | u
COCC(=O)NC1CCC12CCN(C(=O)c1ccc(C#N)cc1)CC2 (configuration not stated) | 1%
COc1ccccc1N1CCN(C(=O)c2ccc3c(c2)C(O)CCCCCN3C)CC1 (configuration not stated) | u
COc1ccc(CN2C(=O)[C@@H]3C[C@@H](CN3C(=O)c3ccc(Cl)cc3)Oc3ccccc32)cc1 | i
COc1cc(-c2noc(-c3ccc(NCc4ccccc4)c([N+](=O)[O-])c3)n2)cc(OC)c1OC | 14%

Source: PubChem BioAssay (National Center for Advancing Translational Sciences (NCATS))
